KOR beta-arrestin-1 – kappa opioid receptor blockers – cell-based, luminescence, uHTS (AID 1778); actives 0.091% (n = 290,000); KOR beta-arrestin recruitment, luminescence, antagonist mode; higher % means a stronger effect; inhibition, % at 10 µM; hits with a dose series show IC50 in µM; note: strong numbers were not always called active
HEK293 NOD2/NF-kB – inhibition of NOD2-driven NF-kB reporter – cell-based, luminescence, uHTS, HEK293 (AID 1566). actives 0.63% (n = 290,000). one-dose inhibition, % at 4 µM; EC50 in µM for titrated hits. HEK293 NOD2/NF-kB luciferase reporter, luminescence; higher % means a stronger effect; note: many of its hits are not listed in these tables
GPR55 activation – selective activators of receptor GPR55 – imaging, U2OS cells, beta-arrestin-GFP redistribution, primary screen (AID 1961); activation, % at 10 µM; hits with a dose series show EC50 in µM; U2OS GPR55 beta-arrestin-GFP redistribution imaging; higher % means a stronger effect; actives 0.048% (n = 290,000);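 active = activation above 40% with more than 50 cells counted in the well; inconclusive = wells holding fewer than 50 cells, flagged as toxic or sparse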;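 note: U2OS osteosarcoma cells stably expressing GPR55 and beta-arrestin-GFP; plate controls were DMSO negative control for no effect and LPI positive control for full effect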
GPR55 LPI antagonism – GPR55 antagonists blocking LPI-driven arrestin recruitment, primary screen, imaging, U2OS, beta-arrestin-GFP, LPI agonist (AID 2013); actives 0.13% (n = 290,000); U2OS GPR55 beta-arrestin-GFP translocation imaging, LPI antagonism; higher % means a stronger effect; inhibition, % at 10 µM; hits with a dose series show IC50 in µM;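 active = spots per cell inhibited over 60%, with over 100 cells counted and total cytoplasm intensity under 500,000; inconclusive = wells with under 100 cells, flagged as likely toxic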;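 note: U2OS cells stably carrying GPR55 and arrestin-GFP stimulated by 5 µM LPI near EC80; imaged beta-arrestin-GFP aggregate spots per cell after agonist stimulation; plate controls were LPI-stimulated DMSO wells for no effect and DMSO wells without LPI for full effect; some results filed as inactive read as strong as hits; confirmed hits need IC50 under 10 µM and bright autofluorescent wells are also inconclusive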
NOD1 inhibition – NOD1 signaling inhibitors, primary screen, cell-based, luminescence, uHTS (AID 1578); NOD1-driven NF-kB luciferase reporter cells, luminescence; higher % means a stronger effect; inhibition, % at 4 µM, or EC50 in µM where a hit was titrated; actives 1% (n = 290,000); in the data active = inhibition mostly above about 36%, no sharp cut-off; inactive = mostly below about 34%;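 note: HEK-293T reporter cells stimulated with the NOD1 agonist gamma-tri-DAP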
Rac1 GTP hydrolysis – MgcRacGAP GTPase-activating activity inhibitors, confirmation, biochemical, ADP Hunter fluorescence | MgcRacGAP-stimulated Rac1 GTP hydrolysis, ADP Hunter fluorescence; higher % means a stronger effect; GST-tagged Rac1 F28L mutant substrate | inhibition, % at 30 µM; hits with a dose series show IC50 in µM | actives 0.6% (n = 340,000) | AID 624330;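 active = first-screen hits whose inhibition reached a set limit at any dose in the follow-up dose series; inconclusive = inhibition above the set first-screen limit but never retested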;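 note: fluorescence reports GDP produced by GAP-driven GTP hydrolysis; strong numbers were not always called active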
Large T inhibition – TAg ATPase/helicase activity blockers – biochemical (AID 1903). SV40 large T antigen ATPase/helicase inhibition assay; higher % means a stronger effect. inhibition, % at 20 µM; hits with a dose series show IC50 in µM. actives 0.39% (n = 310,000); in the data active = a potency from the dose series; inconclusive = inhibition mostly from about 32% at the one dose, without a potency; inactive = the rest, 99 in 100 with inhibition below about 32%; note: strong numbers were not always called active
HIV fusion peptide – cell-free HIV fusion peptide-binding blockers – biochemical, uHTS, fluorescence dequenching, primary screen (AID 1986); actives 0.3% (n = 290,000); one-dose inhibition, % at 20 µM; IC50 in µM for titrated hits; cell-free peptide binding, fluorescence dequenching, 30 min; higher % means a stronger effect; in the data active = inhibition mostly above about 52%, no sharp cut-off; inactive = mostly below about 76%; note: some results filed as inactive read as strong as hits
KOR beta-arrestin-2 – KOR agonists, beta-arrestin recruitment, primary screen, cell-based, luminescence, uHTS (AID 1777) | actives 0.02% (n = 280,000) | activation, % at 10 µM; hits with a dose series show EC50 in µM | KOR beta-arrestin recruitment, luminescence; higher % means a stronger effect; in the data active = activation above about 50%, passing the limit was not always enough; note: a part of the inactive calls stands beside numbers as strong as those of hits
An asterisk follows results filed as active; ? = inconclusive; · = no result given; [ ] = another dose, or the depositor's remark. Cut-off read from the data, not from the text of the source, unless noted: active = inhibition above about 50%; inactive = the rest. Some of the compounds tested. The share of hits here may be higher or lower than overall.

Value order – KOR beta-arrestin-1	HEK293 NOD2/NF-kB	GPR55 activation	GPR55 LPI antagonism	NOD1 inhibition	Rac1 GTP hydrolysis	Large T inhibition	HIV fusion peptide	KOR beta-arrestin-2
> O=C(CCC(=O)c1ccc(F)cc1)OC1CCOC1=O (configuration not stated)
  -52.2%	-0.2%	-1.0%	-4.6%	-12.8%	-8.5%	1.8%	-0.9%	2.6%
> CNS(=O)(=O)c1cccc(C(=O)NCC(C)(C)N2CCCCC2)c1
  18.1%	-5.0%	-0.1%	4.7%	-8.7%	2.6%	16.1%	1.0%	1.0%
> COCCN1Cc2c(sc(C)c2C)N(C(=O)c2ccccc2)C1
  18.0%	1.3%	0.3%	25.6%	-16.4%	8.8%	9.1%	-1.7%	-0.4%
> CC(C)C(NC(=O)c1ccc(Cl)cc1)C(=O)O (configuration not stated)
  -32.6%	-1.5%	0.2%	6.0%	-23.8%	3.2%	4.0%	3.5%	2.5%
> O=[N+]([O-])c1cc(-c2nnc(Nc3ccccc3)c3ccccc23)ccc1N1CCOCC1
  16.3%	8.0%	0.2%	8.6%	-35.7%	2.3%	26.6%	-0.9%	3.5%
> CCOC(=O)N1CCN(C(=O)CCS(=O)(=O)c2ccc(Br)s2)CC1
  9.7%	14.7%	-0.1%	9.0%	-18.9%	-6.0%	0.5%	18.9%	5.3%
> C/C(=N\NC(=O)c1ccco1)c1ccc(NC(=O)c2cccs2)cc1
  -5.7%	-7.7%	0.3%	11.3%	-62.4%	5.8%	9.4%	0.8%	0.5%
> O=C(NC1CC1)c1ccc2c(c1)N(Cc1ccccc1)CCS2
  36.3%	5.8%	-0.2%	5.7%	-38.5%	7.3%	5.2%	-1.3%	-2.4%
> CCCc1cc(-c2n[nH]c(=S)n2CC(C)C)cs1
  -10.5%	6.7%	-0.3%	4.8%	-8.7%	15.8%	13.3%	-0.7%	-3.2%
> CC1CCC(n2c(=S)[nH]c3ccccc3c2=O)CC1 (configuration not stated)
  -20.5%	23.8%	-0.3%	4.0%	9.0%	10.2%	-1.1%	0.8%	-0.9%
> CC1CC(C)CN(CC(=O)N2c3ccccc3CCc3ccccc32)C1 (configuration not stated)
  -37.1%	8.7%	-0.2%	-4.0%	12.9%	16.4%	8.7%	-0.2%	3.2%
> CCOC(=O)Cc1csc(NC(=O)c2cc(OC)cc(OC)c2)n1
  9.8%	1.0%	-0.3%	10.9%	-13.1%	4.7%	5.3%	1.8%	-3.4%
> COc1ccccc1OCC(=O)NCCCN1CCOCC1
  -7.0%	-2.2%	-0.2%	-4.9%	-16.4%	8.4%	5.7%	2.1%	3.5%
> Cc1cc(C)c2oc(C(=O)N(Cc3ccc(F)cc3)C3CCS(=O)(=O)C3)cc(=O)c2c1 (configuration not stated)
  -1.2%	21.9%	-0.2%	12.3%	-29.4%	8.9%	19.5%	0.2%	-4.3%
> O=C1C(Cl)=C(Nc2ccc3cn[nH]c3c2)C(=O)c2ccccc21
  76.4%*	-71.7%	0.6%	17.4%	61.1%*	6.9%	5.6%	0.4%	1.9%

Structures listed so far marked active in NOD1 inhibition:
SMILES | KOR beta-arrestin-1 | HEK293 NOD2/NF-kB | NOD1 inhibition | Rac1 GTP hydrolysis | Large T inhibition | HIV fusion peptide | KOR beta-arrestin-2
O=C1C(Cl)=C(Nc2ccc3cn[nH]c3c2)C(=O)c2ccccc21 | 76.4%* | -71.7% | 61.1%* | 6.9% | 5.6% | 0.4% | 1.9%

(listing goes on)
Value order – KOR beta-arrestin-1	HEK293 NOD2/NF-kB	GPR55 activation	GPR55 LPI antagonism	NOD1 inhibition	Rac1 GTP hydrolysis	Large T inhibition	HIV fusion peptide	KOR beta-arrestin-2
> COC(=O)C1=C2SC(C)C(=O)N2C(N)=C(C#N)C1c1cc(OC)c(OC)c(OC)c1 (configuration not stated)
  -3.0%	3.3%	0.7%	-4.2%	-7.8%	2.8%	3.8%	-0.1%	4.0%
> COc1ccccc1CC(=O)Nc1ccc(OC)c(OC)c1
  9.9%	4.2%	-0.2%	7.8%	·	11.9%	2.2%	1.7%	-0.7%
> Cn1c(C(=O)N2CCCC(C(=O)NCCN3CCOCC3)C2)cc2sccc21 (configuration not stated)
  -16.6%	-13.2%	0.3%	-1.1%	-5.6%	0.4%	18.4%	66.7%	7.1%
> CCn1c(CCNS(=O)(=O)c2ccccc2Br)nnc1SC
  -11.6%	-6.2%	0.2%	-4.6%	-4.4%	11.9%	-0.9%	-1.9%	-1.2%
> COCCNC(=S)N1CCC(c2nc(-c3ccc(N(C)C)cc3)no2)CC1
  -0.9%[20 µM]	-29.6%	-0.1%	-0.8%	-4.7%	-3.9%	22.7%	-1.7%	-5.4%
> COc1cc(-c2nnc3n2CCCCC3)cc(OC)c1OC
  15.9%	9.8%	-0.1%	3.1%	-20.9%	6.0%	2.7%	-0.7%	1.9%
> CC(C)CC(c1nnnn1CCc1ccccc1)N1CCN(C(=O)c2ccco2)CC1 (configuration not stated)
  -17.5%	-5.6%	0.3%	0.3%	-17.8%	5.4%	1.6%	0.9%	-4.2%
> O=C(Nc1cc2c(cc1C(=O)O)OCCCO2)c1ccc(F)cc1F
  28.5%	-2.2%	-0.1%	11.4%	-34.8%	4.2%	24.3%	1.0%	-0.9%
> CC1(C)CC2CC(C)(CN2CC(O)COc2ccccc2)C1 (configuration not stated)
  -19.8%	6.3%	-0.4%	14.3%	-12.6%	2.3%	9.6%	0.1%	0.8%
> O=c1[nH]c(C(F)(F)F)nc2ccc3ccccc3c12
  -52.6%	-30.9%	0.3%	-11.3%	0.6%	9.0%	9.0%	4.7%	1.7%
> O=C(Cn1c2ccc(F)cc2c2nc3n(c(=O)c21)CCS3)Nc1ccccc1C(F)(F)F
  -19.2%	-30.4%	0.4%	0.3%	-33.9%	5.7%	20.1%	4.7%	5.1%
> COC(=O)C1C/C(=N/NS(=O)(=O)c2ccc(C)cc2)CS1 (configuration not stated)
  -16.9%	-8.7%	-0.2%	-10.5%	-14.6%	11.1%	-0.6%	0.0%	3.1%
> CCC(=O)NC(=S)Nc1ccc(NC(=O)c2cccc([N+](=O)[O-])c2C)cc1
  12.9%	2.9%	0.3%	7.9%	-13.4%	3.0%	10.7%	2.2%	2.5%
> CCOC(=O)C1=C(C)NC(=O)NC1c1ccc(-c2ccccc2F)o1 (configuration not stated)
  ·	3.5%	0.6%	2.2%	-5.9%	7.7%	6.6%	4.1%	-1.4%
> CN(C)C(CNC(=O)C1CCN(S(=O)(=O)c2cccc(C(F)(F)F)c2)CC1)c1ccccc1 (configuration not stated)
  -17.5%	-21.2%	0.2%	9.2%	-28.3%	5.5%	22.6%	-0.8%	-0.6%
> Cc1ccc2nc(-c3cccnc3)cc(C(=O)Nc3ccc(F)cc3C)c2c1
  -60.9%[20 µM]	18.2%	-0.1%	-5.5%	-5.3%	8.8%	1.9%	1.6%	0.6%
> C/C(C/C(C)=C1/SC(=S)NC1=O)=C1\SC(=S)NC1=O
  -37.4%	0.8%	-0.4%	4.6%	-19.6%	?	?	69.5%*	-0.9%
> O=C(COC(=O)CCNS(=O)(=O)c1ccc(Cl)cc1)NCc1ccco1
  27.7%	-13.5%	0.4%	-15.1%	5.4%	8.7%	10.5%	1.3%	-0.8%
> CCOC(=O)C1(CCc2ccccc2)CCN(Cc2ccn[nH]2)CC1
  -8.4%[20 µM]	2.8%	-0.1%	-5.9%	-23.2%	5.1%	8.8%	-0.7%	·
> Cc1ccc(-c2nc(CS(=O)(=O)CC(=O)NC3CC3)c(C)o2)cc1
  -6.4%	9.9%	-0.2%	7.4%	1.5%	8.4%	4.0%	-0.8%	-0.8%
> Cc1ccc(C)c(N2CCN(C(=O)C3CCN(S(=O)(=O)c4cccc5nsnc45)CC3)CC2)c1
  -0.7%	23.4%	0.1%	4.8%	30.9%	4.7%	1.6%	-0.7%	1.6%
> Cc1ccc(CNC2CCCCC2)s1
  -5.0%	-12.0%	0.2%	2.0%	6.1%	-1.2%	8.4%	-1.3%	6.4%
> COc1ccc(Nc2ccc(Nc3ccc(OC)cc3)nn2)cc1
  11.7%	13.4%	0.5%	7.2%	-17.8%	12.3%	10.9%	-2.9%	-1.9%
> O=C(N/N=C/C=C/c1ccco1)c1cccs1
  15.6%	-16.5%	0.2%	-5.7%	-14.8%	24.3%	31.7%	28.0%	-5.7%
> CCOC(=O)Cc1csc(NC(=O)Nc2ccc(F)cc2)n1
  -10.0%	-11.0%	0.3%	7.0%	2.1%	-3.8%	7.6%	-1.0%	·
> COCCCNc1nc2c([nH]1)c(=O)[nH]c(=O)n2C
  8.5%	16.2%	-0.6%	-1.8%	-5.8%	10.4%	-2.7%	-2.3%	-2.9%
> O=C1CCCc2oc3ccc(NS(=O)(=O)c4cccc5cccnc45)cc3c21
  -27.7%	15.9%	-0.5%	-6.0%	0.0%	-1.3%	2.7%	-3.1%	-5.2%
> CC(NC(=O)c1ccco1)C(=O)OC(C)C(=O)NCc1ccccc1 (configuration not stated)
  30.5%	8.1%	-0.2%	7.2%	-39.0%	10.5%	-3.3%	-1.5%	-4.1%
> Nc1ccc(C23CC4CC(CC(O)(C4)C2)C3)cc1
  -0.5%	6.4%	0.3%	6.2%	18.2%	5.1%	9.3%	0.0%	-5.8%
> CC(C)N(C(=O)CSc1nnc(-c2ccc3c(c2)OCO3)n1C)C(C)C
  3.6%	10.5%	-0.6%	9.5%	1.6%	4.9%	-1.6%	3.6%	-4.5%
> Cc1nc2sccn2c(=O)c1S(=O)(=O)Nc1ccc(N2CCOCC2)c(Cl)c1
  7.0%[20 µM]	33.7%	1.1%	1.5%	24.0%	5.0%	14.8%	0.6%	1.3%
> COC(=O)c1ccc(NC(=O)c2ccc3c(c2)C(=O)N(C)C3=O)cc1
  -5.3%[20 µM]	6.2%	1.1%	-19.8%	-39.7%	0.4%	10.1%	0.2%	-6.5%
> Cc1cccc(S(=O)(=O)C(C#N)c2nc3ccccc3nc2N2CCOCC2)c1 (configuration not stated)
  -11.7%	15.8%	-0.2%	-2.7%	20.1%	3.7%	22.9%	1.8%	-6.5%
> O=C(NC1CCCCC1)C(c1ccc(Cl)cc1)N(C(=O)c1ccccn1)c1cccnc1 (configuration not stated)
  -7.2%[20 µM]	23.2%	-0.1%	0.7%	-17.1%	·	6.2%	1.2%	·

Bioassay records deposited in PubChem by several laboratories.
